Bioassay records deposited in PubChem BioAssay by National Center for Advancing Translational Sciences (NCATS).
FUS yeast rescue = qHTS for Suppressors of FUS Proteinopathy: Primary screen using FUS-linked yeast assay; AID 1347120, 2019; Potency, µM (highest dose often 76.6 µM), without a hit: top-dose growth rescue (activation), hits mostly activators; S. cerevisiae FUS-expressing, growth rescue, OD600, 24 h; hit rate 0.24% among 390,000;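 also: potency is read from the fitted curve at half-maximal effect; plate controls were DMSO vehicle for no effect and reference control for full effect; nearly all actives have a fitted effect of over 55% in size; some results filed as inactive show a strong effect at the top dose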
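Quantitative HTS measuring growth restoration of FUS-toxic yeast. Galactose-induced cells (OD 0.005) were exposed 24hr at 30C to compounds at several concentrations, then absorbance at 600 nm was recorded.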
DRD3 antagonist = qHTS of D3 Dopamine Receptor Antagonist: qHTS | D(3) dopamine receptor (Homo sapiens), P35462 | D3R cells, DiscoveRx beta-arrestin luminescence, antagonist mode; hits give low values | max response, negative = inhibition, % | hit rate 2.5% among 360,000; in the data active = max response below about -50%; inconclusive = no clear call, values can overlap the other calls; also: % is scaled to controls: 0 for no effect and ±100 for the full control effect; mostly tested at two doses, the higher about 12 µM
Target sequence (P35462 whole entry, looked up): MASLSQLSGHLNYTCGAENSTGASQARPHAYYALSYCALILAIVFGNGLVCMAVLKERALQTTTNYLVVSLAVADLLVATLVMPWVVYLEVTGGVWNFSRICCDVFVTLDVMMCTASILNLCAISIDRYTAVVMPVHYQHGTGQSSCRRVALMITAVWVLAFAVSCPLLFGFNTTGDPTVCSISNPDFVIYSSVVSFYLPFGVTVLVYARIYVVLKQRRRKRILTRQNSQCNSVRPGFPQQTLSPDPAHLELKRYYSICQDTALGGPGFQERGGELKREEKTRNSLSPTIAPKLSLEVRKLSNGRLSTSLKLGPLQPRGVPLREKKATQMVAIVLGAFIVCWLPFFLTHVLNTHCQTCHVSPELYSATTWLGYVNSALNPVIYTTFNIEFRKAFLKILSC
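Cells expressing the human receptor were seeded at 1500 cells/well, incubated overnight at 37 degrees C in 5% CO2, then exposed to library compounds with dopamine controls for 90 minutes at 37 degrees C before luminescent detection.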
Akt phos inh = HTS Assay for Inhibitors of Akt Phophorylation: Primary Screen | Neuro2A IGF-stimulated pAkt S473 HTRF, 20 min; hits give low values | activity change, % for hits at 50 µM | hit rate 0.32% among 360,000 | AID 651550, 2012; in the data active = activity change below about -80%; inconclusive = mostly about -51% to -80%; also: % is scaled to controls: 0 for no effect and ±100 for the full control effect
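Neuro2A cells (4,500/well, DMEM with 0.5% FBS) were treated with compound at a single 50 µM final concentration, stimulated with 6 nM IGF for 20 min at 37 °C, and lysed. Phospho-Akt Ser473 was read by HTRF as 665/615 ratio ×10^4.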
GLP-1R inv ag = qHTS of GLP-1 Receptor Inverse Agonists (Inhibition Mode) | HEK293 GLP-1R CRE-luciferase, luminescence, 24 h; GLP-1R form is constitutively active | Potency, µM (highest dose often 38.3 µM), for inactives: at the highest dose activity change, negative = inhibition, actives largely listed as inhibitors | hit rate 1.6% among 410,000 | AID 624417, 2012; also: potency is read from the fitted curve at half-maximal effect; % is scaled to controls: 0 for no effect and ±100 for the full control effect; nearly all actives have a fitted effect of over 55% in size
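HEK293 cells stably co-expressing a cAMP-responsive luciferase reporter and constitutively active GLP-1R were seeded, incubated 12 h, then exposed to compounds for 24 h at 37 C. Luminescence was read 12 min after detection reagent; inverse agonists lower signal.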
PTHR1 agonist = qHTS for PTHR1 Agonists: Primary Screen. Potency, µM (top dose mostly 115 µM), for inactives: at the highest dose activation, hits mostly activators. AID 743266, 2014. HEK293 GP2 PTHR1 cells, GloSensor cAMP luminescence, 1 h. hit rate 0.075% among 410,000; also: potency is read from the fitted curve at half-maximal effect; nearly all actives have a fitted effect of over 55% in size; some results filed as inactive show a strong effect at the top dose; inactives centre near -15; many of its hits are not listed in these tables
Target sequence (Q03431 whole entry, looked up): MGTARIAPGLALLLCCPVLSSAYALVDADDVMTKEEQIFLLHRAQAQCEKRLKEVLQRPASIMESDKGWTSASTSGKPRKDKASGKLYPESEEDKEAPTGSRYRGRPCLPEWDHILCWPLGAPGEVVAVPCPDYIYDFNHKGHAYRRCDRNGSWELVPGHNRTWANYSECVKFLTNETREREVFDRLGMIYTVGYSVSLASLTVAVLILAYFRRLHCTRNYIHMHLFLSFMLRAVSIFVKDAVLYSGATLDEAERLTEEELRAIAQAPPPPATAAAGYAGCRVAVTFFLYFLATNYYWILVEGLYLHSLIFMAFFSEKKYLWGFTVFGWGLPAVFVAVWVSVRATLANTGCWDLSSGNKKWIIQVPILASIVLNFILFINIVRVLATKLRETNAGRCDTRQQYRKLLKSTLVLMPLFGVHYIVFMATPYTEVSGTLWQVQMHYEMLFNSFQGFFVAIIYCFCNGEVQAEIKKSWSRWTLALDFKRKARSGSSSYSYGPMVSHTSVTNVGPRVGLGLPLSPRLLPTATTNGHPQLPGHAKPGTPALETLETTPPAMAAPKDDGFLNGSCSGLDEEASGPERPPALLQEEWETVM
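HEK-293-derived GP2 cells expressing PTHR1 and a GloSensor cAMP reporter, 3,000/well, plated overnight, given luciferin plus IBMX (each 0.5 mM as added) for 1 h at 37 °C, then compound for 1 h at 37 °C. Luminescence was read after 15 min at room temperature.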
TDP43 rescue = qHTS of TDP-43 Inhibitors; hit rate 1.8% among 410,000; Potency, µM (series often up to 46.1 µM), for inactives: at the top dose growth rescue (activation), most hits filed as activators; TDP-43 expressing yeast growth rescue, BacTiter-Glo, 24 h; also: potency is read from the fitted curve at half-maximal effect; % of control where 0% means no effect; nearly all actives have a fitted effect of over 50% in size
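Cell-based yeast growth screen: TDP-43 expression induced in galactose, inoculum OD600=0.02 after raffinose pregrowth to mid-log. Read-out BacTiter-Glo luminescence at 24 hr, 30 deg C; inhibition of toxicity seen as signal increase.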
aSyn yeast inh = qHTS of alpha-syn Inhibitors | Yeast expressing alpha-synuclein, growth rescue, BacTiter-Glo, 24 h | hit rate 0.14% among 370,000 | AID 652106, 2013 | Potency, µM (series often up to 46.1 µM), for the others: at the highest dose growth rescue (activation), usual class: activators; also: potency is read from the fitted curve at half-maximal effect; % of control where 0% means no effect; nearly all actives have a fitted effect of over 65% in size
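Readout is rescue of growth in alpha-synuclein-expressing yeast, so inhibitors of toxicity appear as activators. Growth after 24 hr at 30 deg C in galactose medium is quantified by luminescence.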
Abeta yeast res = qHTS for compounds that reverse cellular toxicity of Amyloid beta (A-beta) peptide in yeast: Primary Screen. yeast expressing A-beta42, growth rescue, OD600, 48 h; response scale: 0% DMSO, 100% iron-clioquinol control. Potency, µM (series often up to 46.1 µM), without a hit: at the top dose growth rescue, actives largely listed as activators. hit rate 0.063% among 410,000; also: potency is read from the fitted curve at half-maximal effect; nearly all actives have a fitted effect of over 55% in size
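Yeast A-beta toxicity model in growth medium with pinned compounds, 48 h at 30 C; growth read as absorbance at 600 nm. Normalized to FeCl3/clioquinol equimolar mix (positive) and DMSO (negative).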
GLP1R ag = qHTS of GLP-1 Receptor Agonists; Glucagon-like peptide 1 receptor (Homo sapiens), P43220; HEK293 GLP-1R CRE-luciferase, luminescence, 4-6 h; cells express a hypersensitive GLP-1R form; hit rate 0.007% among 380,000; Potency, µM (doses to about 45.6 µM), without a hit: at the highest dose activation, actives largely listed as activators; also: potency is read from the fitted curve at half-maximal effect; % of control where 0% means no effect
* = called active by the depositor; i = inactive; ? = inconclusive; nt = not tested or not shown; [ ] = dose if it differs, or a comment. Unless noted, calls follow the shape of the dose curve; as a rule, active = well fitted curve in the direction sought with a large enough effect; inconclusive = small, poorly fitted or top-dose-only effect, or another doubt; inactive = no such curve, though single readings can be large; an effect the other way counts as inactive or inconclusive. A portion of the library; rates above refer to the full screens.

SMILES	FUS yeast rescue	DRD3 antagonist	Akt phos inh	GLP-1R inv ag	PTHR1 agonist	TDP43 rescue	aSyn yeast inh	Abeta yeast res	GLP1R ag
O=C(CCc1ccccc1)NNC(=O)c1ccc(F)cc1	10%	-24	i	-6%	i	-13%	0%	-2%	21%
CCCC(=O)NC(=S)Nc1cccc(-c2nc3ncccc3o2)c1	19%	19	i	12%	i	5%	1%	4%	17%
CC(C)C(C)N(Cc1ccc(C(=O)O)cc1)C(=O)c1ccc2ccccc2n1 (configuration not stated)	11%	2	i	8%	-8%	-13%[1.82 µM]	2%	23%	1%
COc1ccc(S(=O)(=O)N2CCOCC2)cc1NC(=O)CC(C)c1ccccc1 (configuration not stated)	1%	-22	i	-10%	i	-5%	-12%	1%	-1%
Cc1nn(C)c(C(=O)N/N=C/c2ccc(Br)cc2)c1Cl	11%	-3	i	39%[activator]	-11%	?	-4%	7%	-1%
COCCn1c(=NC(=O)CN2C(=O)CCC2=O)sc2cc(S(N)(=O)=O)ccc21	31%	-20	i	10%	i	-1%	-2%	-6%	4%
COc1cc(C(F)(F)F)c(C(=O)N(C)Cc2cc(Cl)cc(Cl)c2)cn1	24%	7	i	?	-22%	?	0%	9%	18%
Cc1c(Cl)cccc1-n1c(SCC(=O)NCc2cccs2)nnc1-c1ccncc1	24%	3	i	?	-16%[57.5 µM]	10%	9%	13%	-2%
CCN(C(=O)C1CCN(S(=O)(=O)c2c(C)noc2/C=C/c2ccc(C)cc2)CC1)c1cccc(C)c1	-3%	nt	nt	4%	-3%	8%	nt	-13%	-1%
CCCN1C(=O)S/C(=C\c2ccc(N3CCOCC3)o2)C1=O	39%	-11	i	-8%	-28%	26%	?	-49%[inhibitor]	4%
COc1ccc([C@H]2CC(=O)C=C(c3ccc(C)cc3)C2)cc1	24%	-60*	i	-27%	-15%	?	2%	0%	22%
COc1ccc(OC)c(C2N(c3ccccn3)C(=O)C3CCCN32)c1 (configuration not stated)	0%	-14	i	2%	i	-1%	-1%	1%	-9%
O=C(CSc1nc2c([nH]c3ccccc32)c(=O)n1-c1ccccc1)Nc1ccc2c(c1)OCCO2	9%	nt	nt	17%	i	?	nt	4%	nt
COC(=O)c1ccccc1N(C)S(=O)(=O)c1cc2c3c(c1)CC(=O)N3CCC2	28%	nt	nt	19%	-22%	14%[9.22 µM]	nt	-14%	nt
COC(=O)COc1ccc(/C=C2\SC(=O)N(CC(=O)Nc3ccccc3F)C2=O)cc1	-6%	10	i	7%	i	5%	-4%	10%	0%
Cc1nnc(NC(=O)CSc2nc3c(c(=O)n(C)c(=O)n3C)n2C(C)C)s1	-5%	23	i	11%	i	-5%	4%	6%	7%
CCN(CC1CCCO1)C(=O)C1CCN(C2CCN(Cc3ccccc3C)CC2)CC1 (configuration not stated)	nt	0	i	-18%	-42%[inhibitor]	-12%	-2%	-12%	-1%
CCOc1ccccc1-n1c(CNc2ccc(F)cc2)nnc1SCC(=O)NCc1ccco1	21%	-19	i	0%	i	-4%	0%	0%	-4%
O=C(c1ccc(Cl)c(S(=O)(=O)N2CCCCC2)c1)N1CCN(c2ccccc2)CC1	nt	2	i	?	-59%[inhibitor]	17%	4%	-8%	-6%
CCOc1ccc(C(=O)NCC(=O)OCCN2C(=O)c3ccccc3C2=O)cc1OCC	0%	-27	i	6%	-34%[inhibitor]	15%	0%	-3%	4%
CCc1nnc2c(NCc3ccccc3)nc3ccccc3n12	-7%	nt	nt	8%	i	25%	nt	25%	nt
Cc1ccc(NC(=O)CS(=O)CC(=O)N(c2ccc(C)cc2)C(C)C(=O)NC2CCCCC2)cc1 (configuration not stated)	?	?	i	?	2%[57.5 µM]	-8%	10%	-1%	4%
Cc1ccc(-n2nc3c(=O)n(CCCC(=O)NCc4cccc(F)c4)nc(C)c3c2C)cc1	37%	-5	i	?	-2%	4%	7%	nt	-3%
CCCCN(Cc1ccco1)C(=O)C1CCCN(c2ncnc3c2nc2n3CCCCC2)C1 (configuration not stated)	24%	34	i	?	i	?	-1%	-22%	13%
Cc1ccc(-c2nc(C)sc2CC(=O)O)cc1	16%	-10	i	4%	-3%	-8%	1%	-10%	-6%
Cn1c(=O)c2c(ncn2CC(=O)Nc2nc(-c3ccccc3Cl)cs2)n(C)c1=O	27%	16	i	0%	11%[57.5 µM]	-1%	-13%	-12%	-15%
N#Cc1cccc(NC(=O)N2CCC(c3nc4c(nnn4Cc4cccc(Cl)c4)c(=O)[nH]3)CC2)c1	?	0	i	104%[activator]	i	-7%	-3%	1%	9%
O=C(Cc1cccs1)Nc1nnc(CCc2ccccc2)s1	15%	-10	i	0%	-2%[57.5 µM]	12%	-5%	-3%	2%
CN(C)c1ccc(C(=O)NNC(=O)c2ccc(Cl)cc2)cc1	21%	5	i	5%	i	4%	0%	-2%	11%
OCCC1CN(Cc2cccc3nccnc23)CCN1Cc1ccc(F)c(F)c1 (configuration not stated)	-10%	-12	i	-2%	i	-6%	1%	-8%	13%
Cc1ccn(CCNC(=O)C2CCC(=O)N(CCc3ccc(Cl)cc3)C2)n1 (configuration not stated)	nt	4	i	18%	i	3%	1%	9%	-4%
O=c1n(Cc2ccc([N+](=O)[O-])cc2)c2ccccc2c2nc(-c3ccccc3)nn12	-4%	nt	nt	-18%	12%	-5%	nt	-13%	nt
CCOC(=O)c1c(NC(=O)CSc2nc3ccc(C)cc3[nH]2)sc2c1CC(C)(C)NC2(C)C	30%	?	i	?	-23%	12%	0%	15%	-7%
N/C(=N\c1nc2ccccc2o1)NC(=O)c1ccc(F)cc1	17%	-12	i	35%[activator]	i	9%	1%	9%	-4%
Cn1c(=O)c2cc(NC(=O)NCc3ccccc3)ccc2n1C/C=C/c1ccccc1	-4%	27	i	?	i	27%	?	6%	-4%
CC(C)NC(=O)Nc1cccc2c1O[C@H](CN(C)C(=O)NC1CCCCC1)[C@H](C)CN([C@H](C)CO)C2=O	34%	-3	i	8%	-5%	?	-3%	-3%	-4%

Four records picked at random from those above, as already listed:
SMILES	FUS yeast rescue	DRD3 antagonist	Akt phos inh	GLP-1R inv ag	PTHR1 agonist	TDP43 rescue	aSyn yeast inh	Abeta yeast res	GLP1R ag
CN(C)c1ccc(C(=O)NNC(=O)c2ccc(Cl)cc2)cc1	21%	5	i	5%	i	4%	0%	-2%	11%
CC(C)C(C)N(Cc1ccc(C(=O)O)cc1)C(=O)c1ccc2ccccc2n1 (configuration not stated)	11%	2	i	8%	-8%	-13%[1.82 µM]	2%	23%	1%
Cn1c(=O)c2c(ncn2CC(=O)Nc2nc(-c3ccccc3Cl)cs2)n(C)c1=O	27%	16	i	0%	11%[57.5 µM]	-1%	-13%	-12%	-15%
Cc1nnc(NC(=O)CSc2nc3c(c(=O)n(C)c(=O)n3C)n2C(C)C)s1	-5%	23	i	11%	i	-5%	4%	6%	7%

Next records follow.
SMILES	FUS yeast rescue	DRD3 antagonist	Akt phos inh	GLP-1R inv ag	PTHR1 agonist	TDP43 rescue	aSyn yeast inh	Abeta yeast res	GLP1R ag
Cc1cccc(OCC(=O)N2CCN(C(=O)c3cccs3)CC2)c1	-5%	4	i	-29%	i	8%	-9%	10%	-2%
CCOC(=O)NC(CC(=O)O)c1ccc(OC)cc1 (configuration not stated)	-27%	0	i	2%	-19%[57.5 µM]	5%	-4%	8%	1%
CC(C)OP(=O)(OC(C)C)C(Nc1ccccn1)c1ccc(F)cc1 (configuration not stated)	-11%	7	i	-10%	i	17%	-4%	30%	-7%
N#Cc1nc(-c2ccc(OCc3ccccc3)cc2)oc1NCCCn1ccnc1	nt	-24	i	?	-36%[inhibitor]	-40%[inhibitor]	12%	6%	-2%
CCCCc1c(-c2cccc(Br)c2)ncn1CCc1ccccc1OC	29%	76	i	?	-51%[inhibitor]	25µM*	3%	4%	-3%
CCOc1ccc(-c2[nH]ncc2-c2ccc(OC)c(OC)c2)c(O)c1	?	11	i	0%	i	-6%	-4%	3%	27%
Cc1cccc(NC(=O)c2ccc(F)c(S(=O)(=O)NCc3ccco3)c2)c1	12%	0	i	?	-11%	18%	0%	-4%	6%
CCOC(=O)c1sc(NC(=O)C(CC)OC(=O)C(CC(C)C)NC(=O)c2ccccc2)nc1C (configuration not stated)	14%	8	i	?	-3%[57.5 µM]	-4%	0%	8%	1%
CCOC(=O)c1cc2c(=O)n3cccc(C)c3nc2n(Cc2ccco2)c1=NC(=O)c1cccnc1	?	8	i	-1%	0%[57.5 µM]	-1%	3%	-3%	0%
O=C(CNCc1ccco1)Nc1cc(S(=O)(=O)N2CCOCC2)ccc1N1CCOCC1	-7%	7	i	17%	-14%	-7%	1%	4%	13%
COc1cc(Cn2c3ccc(NC(=S)NCc4ccc(C)cc4)cc3c(=O)n2C)ccc1F	?	0	i	-26%	-31%[inhibitor]	15%	5%	-2%	-4%
O=C(NC1CCCc2ccccc21)C1CCN(S(=O)(=O)N2CCCCCC2)CC1 (configuration not stated)	45%	15	i	-44%	-31%[inhibitor][57.5 µM]	19%	7%	29%	5%
Cc1ccc(C)c(OCC(=O)NCC(C)(C)N2CCOCC2)c1	-27%	10	i	?	-5%	0%	2%	-5%	2%
